Source: PubChem BioAssay (The Scripps Research Institute Molecular Screening Center)
pPAFAH FP inh: inhibitors of human plasma PAF acetylhydrolase (pPAFAH); Q13093; recombinant pPAFAH, FP-rhodamine probe fluorescence polarization; inhibition, % at 3.39 µM; 1.5% of 330,000 active; AID 463082;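 active means inhibition above the mean inhibition across the screen plus 3 SD, cut at about 25% in these data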;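 further: inhibitors block binding of the rhodamine activity-based probe so polarization drops; 0% = enzyme with DMSO and 100% = wells lacking pPAFAH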
PAD4 inh: inhibitors of human PAD4 | 0.41% of 330,000 active | inhibition, % at 6.36 µM | Q9UM07 | recombinant PAD4, RCA probe fluorescence polarization;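 active means percent inhibition above a cutoff equal to the mean of all tested compounds plus 3 SD, cut at about 15% in these data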;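 further: 0% = PAD4 with RCA probe and DMSO and 100% = probe without PAD4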
PAFAH1B3 FP inh: inhibitors of human PAFAH1B3; Q15102; recombinant PAFAH1B3, FP-rhodamine probe, fluorescence polarization; inhibition, % at 3.39 µM; 0.28% of 340,000 active;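 active means inhibition above the screen-wide average of all tested compounds plus 3 SD, cut at about 25% in these data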;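 further: 0% = enzyme with DMSO only and 100% = wells lacking PAFAH1B3 protein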
Target sequence (Q15102 whole entry, looked up): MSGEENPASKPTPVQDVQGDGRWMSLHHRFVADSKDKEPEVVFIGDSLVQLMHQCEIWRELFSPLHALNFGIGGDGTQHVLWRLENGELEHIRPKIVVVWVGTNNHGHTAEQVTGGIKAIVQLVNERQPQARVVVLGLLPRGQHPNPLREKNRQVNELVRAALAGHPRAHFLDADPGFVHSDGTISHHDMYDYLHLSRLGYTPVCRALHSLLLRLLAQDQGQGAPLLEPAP
PAFAH1B2 FP inh: PAFAH1B2 (human) inhibition; P68402; inhibition, % at 3.39 µM; recombinant PAFAH1B2, FP-rhodamine activity probe, fluorescence polarization; AID 492953; 1.2% of 340,000 active;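 active means inhibition above the mean of all tested compounds plus 3 SD, cut at about 24% in these data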;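 further: 0% = enzyme with DMSO and 100% = wells lacking PAFAH1B2; many of its hits are not listed in these tables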
PREPL inh: inhibits the human prolyl oligopeptidase-like enzyme. Q4J6C6. recombinant PREPL, fluorescence polarization activity-based probe. inhibition, % at 5.96 µM. 0.68% of 320,000 active; in the data active means inhibition above about 43%;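 further: 0% = enzyme with DMSO and 100% = wells lacking enzyme; many of its hits are not listed in these tables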
GSTO1 inh: GSTO1 inhibition, counter-screen for RBBP9 inhibitors; inhibition, % at 5.96 µM; recombinant GSTO1, activity-based probe fluorescence polarization; 1.1% of 300,000 active; AID 1974;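 active means inhibition above the campaign mean inhibition plus 3 SD, cut at about 35% in these data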;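 further: 0% = GSTO1-1 with DMSO and 100% = wells lacking GSTO1-1 enzyme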
Target sequence (P78417 whole entry, looked up): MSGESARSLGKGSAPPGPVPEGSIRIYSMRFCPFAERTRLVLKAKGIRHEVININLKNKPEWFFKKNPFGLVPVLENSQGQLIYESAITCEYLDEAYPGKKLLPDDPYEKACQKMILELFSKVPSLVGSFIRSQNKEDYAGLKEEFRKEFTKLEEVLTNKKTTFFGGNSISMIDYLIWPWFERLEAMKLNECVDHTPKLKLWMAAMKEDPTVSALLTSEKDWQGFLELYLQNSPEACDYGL
LYPLA2 inh: LYPLA2 (human) inhibition in PME1 counter-screen; AID 2177; O95372; recombinant LYPLA2, FP-Rh probe fluorescence polarization; 0.38% of 320,000 active; inhibition, % at 5.9 µM;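 active means inhibition above the screen-wide mean plus 3 SD, limit set per campaign, cut at about 26% in these data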;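 further: 0% = LYPLA2 with DMSO and 100% = wells lacking LYPLA2 enzyme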
LYPLA1 counter: blocks human lysophospholipase 1, a PME1 counter-screen; O75608; recombinant LYPLA1, FP-Rh probe fluorescence polarization; inhibition, % at 5.9 µM; 0.16% of 320,000 active; AID 2174;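 active means inhibition above the mean of all tested compounds plus 3 SD, set per campaign, cut at about 14% in these data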;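 further: inhibitors block serine hydrolase probe labeling of LYPLA1 so polarization falls; 0% = enzyme with DMSO and 100% = wells lacking LYPLA1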
Target sequence (O75608 whole entry, looked up): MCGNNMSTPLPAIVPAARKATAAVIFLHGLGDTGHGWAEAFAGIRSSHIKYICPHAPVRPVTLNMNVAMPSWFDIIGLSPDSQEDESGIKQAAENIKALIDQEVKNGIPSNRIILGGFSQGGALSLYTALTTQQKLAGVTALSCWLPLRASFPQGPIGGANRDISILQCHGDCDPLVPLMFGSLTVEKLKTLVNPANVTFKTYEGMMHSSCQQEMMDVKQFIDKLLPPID
PME-1 primary: PME-1 (human) inhibition; Q9Y570; recombinant PME-1, FP-Rh probe fluorescence polarization; inhibition, % at 5.9 µM; 0.53% of 320,000 active;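 active means inhibition above the campaign mean of all compounds plus 3 SD, cut at about 26% in these data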;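 further: competitive labeling of PME-1 active site by serine hydrolase directed probe; 0% = PME-1 with DMSO and 100% = wells lacking PME-1 enzyme; inhibitors block probe labeling so polarization falls and inhibition rises; many of its hits are not listed in these tables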
Numbers without * were called inactive; · = not tested or not shown. An excerpt. The share of hits here may be higher or lower than overall.

SMILES	pPAFAH FP inh	PAD4 inh	PAFAH1B3 FP inh	PAFAH1B2 FP inh	PREPL inh	GSTO1 inh	LYPLA2 inh	LYPLA1 counter	PME-1 primary
Fc1ccc(C(c2nnnn2Cc2cccs2)N2CCN(C3CCCC3)CC2)cc1 (configuration not stated)	-4	-2	9	9	10	-10	1	2	-3
COc1cccc2cc(C(=O)NCCN3CCOCC3)oc12	2	2	0	3	0	3	2	4	2
C=CCc1cccc2cc(C(=O)NCc3cccnc3)c(=O)oc12	2	-2	5	0	14	-1	8	-1	2
COc1ccccc1C(OC(=O)c1ccco1)C(=O)NCc1ccc(F)cc1 (configuration not stated)	-1	-2	-2	7	-8	6	-5	-2	-1
C/C(=N/NC(=O)c1cc(C2CC2)[nH]n1)c1cccs1	-2	-10	16	-1	14	0	-6	1	-3
CCC(CNc1cc(OC)cc2cccnc12)NC1CCCCC1 (configuration not stated)	25*	90*	13	5	54*	80*	30*	23*	38*
COC(=O)[C@@]12CCCCN1[C@H](c1ccc(-c3ccc(F)cc3)cc1)[C@@H]1C(=O)N(C)C(=O)[C@@H]12	7	2	6	-8	54*	2	0	1	3
Cc1ccc(Cl)c(NC(=O)COC(=O)CNS(=O)(=O)/C=C/c2ccccc2)c1Cl	15	0	-2	1	28	6	-2	1	1
Cn1nc(C(F)(F)F)c(-c2ccc(Br)cc2)c1NC(=O)C1CCC1C(=O)O (configuration not stated)	2	1	·	·	1	-1	0	-1	3
COc1ccc(CSc2nnc(CNS(C)(=O)=O)o2)cc1	3	-6	3	-1	4	8	0	-4	-3
Cc1ccc2c(c1)N(CCC(=O)NCC1CCCO1)C(=O)CO2 (configuration not stated)	5	0	6	3	1	-1	0	2	-5
COc1ccccc1OCCNC(=O)c1cc(F)c(F)cc1Cl	-1	-2	10	-1	-7	-1	6	2	-3
CCOC(=O)C1CCN(C(=O)CSc2ccc(Br)cc2)CC1	2	3	5	16	-4	5	3	0	-4
CC1C(=O)CCN(C(C)(C)C)C1C (configuration not stated)	2	-1	3	0	3	-2	-1	2	-3
C=CCNC(=S)NCc1ccccc1OC	5	-3	0	8	2	-2	1	-3	-6
O=C(N/C(=C\c1ccccc1)C(=O)N1CCOCC1)c1ccccc1Br	4	-1	-1	-1	4	3	2	-1	-7
O=C(c1ccco1)N1CCN(Cc2c(Cl)cccc2Cl)CC1	9	-5	0	3	2	-5	-3	-2	-2
O=C(CN1N=C(c2ccccc2)CCC1=O)NCc1cccs1	5	-2	-1	2	1	0	5	1	5
CC(=O)C1=C(O)C(=O)N(c2ccc(S(=O)(=O)Nc3nccs3)cc2)C1c1ccc(F)cc1 (configuration not stated)	6	-1	2	1	14	3	4	1	6
C/C(CC1CC(C)(C)OC1=O)=N\NC(N)=S (configuration not stated)	7	-1	·	·	-3	8	1	-2	2
CCOC(=O)/C(=N\Nc1ccccc1Cl)N(C)C1CCS(=O)(=O)C1 (configuration not stated)	3	-1	0	5	-8	4	9	7	5
Clc1ccc(/C=N/Nc2nc(Cl)nc3ccccc23)cc1	0	-4	-1	7	33	-17	-7	-7	4
c1ccc2oc(NC3=NCN(C4CCCCC4)CN3)nc2c1	0	0	·	·	2	-6	-6	-1	3
O=C(COc1ccc(Cl)c2cccnc12)N1CCOCC1	-2	4	-4	4	6	·	-2	3	-11
COc1ccc(C(=O)Nc2ccc3nc(N4CCOCC4)sc3c2)cc1OC	6	-1	3	6	6	·	1	0	-9
C[C@H](CO)N1C[C@H](C)[C@@H](CN(C)C(=O)Nc2ccc3c(c2)OCO3)Oc2c(NC(=O)Nc3ccc(C(F)(F)F)cc3)cccc2C1=O	0	6	3	28*	11	·	·	·	·
COc1cccc(OC)c1C(=O)NNC(=O)c1ccccc1-n1cccc1	1	2	4	1	9	12	-1	-1	-7
COc1ccc(S(=O)(=O)NCc2ccccc2)cc1Br	3	2	2	2	-5	-1	0	-2	4
Cc1ccc(NS(=O)(=O)c2ccc(C(=O)NNC(=O)c3ccccc3O)cc2)cc1	21	-3	6	9	5	15	-4	-4	12
CCOC(=O)Cn1c(=O)c(-c2cc(Br)ccc2N)nc2ccccc21	-1	-2	-9	-6	-12	-5	-7	-1	-3
COc1ccc(C(=O)Nc2sc(C)c(-c3ccccc3)c2C#N)cc1OC	7	1	-2	2	1	-14	-9	-12	-17
CCC(C(=O)NCc1ccco1)n1nc(-c2ccc(OC)cc2)ccc1=O (configuration not stated)	12	-1	7	0	4	3	0	-1	-3
Cc1ccc(NC(=O)C2CCN(S(=O)(=O)c3ccc4c(c3)OCCCO4)CC2)nc1	0	2	-1	4	-2	-6	3	0	2
CCC(C)(C)NC(=O)C(c1ccncc1)N(Cc1ccc(C)cc1)C(=O)c1csnn1 (configuration not stated)	5	-4	-1	2	1	-1	2	-3	-6
COc1cc(/C=C/C(=O)O)cc(S(=O)(=O)N(C)CCO)c1OC	0	0	3	3	13	1	-1	3	2
Fc1cnc(N2CCc3ccccc32)nc1N1CCc2ccccc21	3	2	1	3	-5	1	3	5	-4
O=C1c2ccccc2NC(c2ccc(-c3cccc(F)c3)o2)N1O (configuration not stated)	4	1	4	1	5	·	0	0	5
COc1cccc(OCc2cc(C(=O)N3CCN(C)C(c4ccccc4)C3)no2)c1 (configuration not stated)	17	-3	7	5	-1	-1	-3	-1	-1
CCOc1ccc(C(=O)CC(Sc2ccc(C)cc2)C(=O)O)cc1 (configuration not stated)	-1	-4	4	2	-2	-4	-2	0	0
CN(CC(=O)Nc1ccccc1Sc1ccccc1)Cc1nc2ccccc2c(=O)[nH]1	-4	-8	5	7	-81	-16	-3	-2	4
O=C1C(=O)N(Cc2cccs2)c2ccccc21	3	-2	19	7	-5	0	2	0	4
CC1(C)C(=O)OC(c2cc(Br)ccc2O)C(C)(C)C1=O (configuration not stated)	3	-4	3	3	-9	0	-3	-3	0
CCOc1cc(CNC2CCCC2)c(Cl)cc1OCC(=O)Nc1ccccc1	-9	-1	8	2	-1	-1	-5	-2	-7
Cn1nc(C(=O)NCC2COc3ccccc3O2)c2ccccc2c1=O (configuration not stated)	-1	0	4	4	2	·	-2	-3	-2
CCCCN1C(=O)N(c2ccc(Cl)cc2)C(C)(O)CC1(C)C (configuration not stated)	8	-4	4	2	-8	-10	0	-1	0
FC(F)(F)c1ccncc1-c1nnnn1-c1ccc(Cl)cc1	2	0	3	0	5	6	3	2	4
COc1ccc(-c2csc(NC(=S)NC(=O)c3ccco3)n2)cc1Br	10	1	3	-8	3	-3	-12	-4	-3
COc1ccc(N(C(=O)CNC(=O)c2cccs2)C(C(=O)NCC2CCCO2)c2ccccc2)c(OC)c1 (configuration not stated)	4	3	1	0	4	-2	1	1	-6
O=C(CNc1ccc(Br)cc1)Nc1ccc(S(=O)(=O)N2CCCC2)cc1	12	1	7	5	-12	·	29*	-6	4
O=C(NCCCn1ccnc1)c1ccc(S(=O)(=O)Nc2ccccc2)cc1	21	5	1	3	11	9	4	0	-2
CCOC(=O)C1CCCN(S(=O)(=O)c2c(C)noc2C)C1 (configuration not stated)	5	1	9	4	-6	6	-1	-4	5
O=C(NCC1COc2ccccc2O1)C1CCC(CNc2c(N3CCCCC3)c(=O)c2=O)CC1 (configuration not stated)	2	-2	0	-6	25	0	6	5	1
COc1ccc(C2CC(c3ccccc3C)n3nc(N)nc3N2)cc1 (configuration not stated)	1	-2	-1	-1	51*	-1	0	-2	6
CC1CCN(S(=O)(=O)c2ccc(C(=O)Nc3sccc3C(N)=O)cc2)CC1	-9	0	7	15	-10	-23	-21	-11	-20
Nc1nc(SCC(=O)Nc2ccc(C(F)(F)F)cc2)[nH]c(=O)c1NC(=O)c1ccc(F)c(F)c1	3	-2	-22	-5	-3	-8	0	0	9
CCCCCc1c(C)c(C#N)c2nc3ccccc3n2c1-n1ccnc1C	-1	2	-2	5	-5	2	-2	-2	-5
CCCCCCn1cnc2c(c1=O)c1nc3ccccc3nc1n2Cc1cccs1	-13	-7	5	0	19	14	-7	1	-2
O=C(Nc1cccnc1Cl)c1cccc(F)c1	2	1	·	·	-10	2	5	2	4
C=CCn1c(SCC(=O)Nc2ccc(NC(C)=O)cc2)nc2sc(C)c(C)c2c1=O	3	-3	-2	1	5	·	-10	-5	-21
CC(C)(C)S(=O)(=O)c1nc2ccccc2s1	2	2	12	2	-3	-1	3	1	0
CN(C)c1ccc(N=Nc2cccc(F)c2)cc1	2	5	1	4	7	4	-2	-2	-7
CCN(CC)S(=O)(=O)c1ccc(C)c(NC(=O)CSc2nnnn2C)c1	-4	-2	10	3	5	·	·	·	·

For convenience, some entries already given.
SMILES	pPAFAH FP inh	PAD4 inh	PAFAH1B3 FP inh	PAFAH1B2 FP inh	PREPL inh	GSTO1 inh	LYPLA2 inh	LYPLA1 counter	PME-1 primary
CCOC(=O)C1CCCN(S(=O)(=O)c2c(C)noc2C)C1 (configuration not stated)	5	1	9	4	-6	6	-1	-4	5
O=C(NCC1COc2ccccc2O1)C1CCC(CNc2c(N3CCCCC3)c(=O)c2=O)CC1 (configuration not stated)	2	-2	0	-6	25	0	6	5	1
COc1ccc(C2CC(c3ccccc3C)n3nc(N)nc3N2)cc1 (configuration not stated)	1	-2	-1	-1	51*	-1	0	-2	6
